DAX1 inh-1 – DAX1 (NR0B1) inhibition, primary screen. HEK293T StAR-luciferase reporter, SF-1/DAX-1 repression relief. inhibition, % at 6.8 µM. 370,000 compounds, 1.1% hits. AID 652010;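 active = inhibition above the mean over all tested compounds plus 3 SD, cut at about 3.6% in these data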;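 note: 0% = DAX-1 cells with DMSO and 100% = cells lacking DAX-1 with DMSO; higher inhibition means more luminescence from relief of DAX-1 repression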
hcDAF-12 act – H. contortus DAF-12 activation, primary screen | activation, % at 6.8 µM | 370,000 compounds, 1.4% hits | HEK293 hcDAF-12 lit1-tk-luc reporter, luminescence; 0% DMSO, 100% Δ7-dafachronic acid;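 active = activation above the mean of all tested compounds plus 3 SD, cut at about 5.5% in these data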;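 note: 100% = response to 3 µM Δ7-dafachronic acid high control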
PLCb3 inh – inhibitors of human phospholipase C beta3 | Q01970 | Purified PLC-beta3, fluorogenic substrate, fluorescence | inhibition, % at 12.2 µM | 370,000 compounds, 0.18% hits; in the data active = inhibition above about 11%;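 note: 0% = median of compound wells on plate and 100% = full blocker control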
sPLA2-III inh – Blocks human group III sPLA2 activity. inhibition, % at 12.2 µM. QFRET BODIPY PC-A2 liposome hydrolysis, fluorescence. 370,000 compounds, 0.56% hits. Q9NZ20;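 active = inhibition above mean plus 3 SD of compounds lying within the high and low control bounds, cut at about 19% in these data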;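 note: 0% = median of test compound wells and 100% = no enzyme DMSO wells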
ssDAF-12 act – S. stercoralis DAF-12 activation, primary screen | HEK293 ssDAF-12/GRIP1 lit1-tk-luc reporter, luminescence; % of 3 µM dafachronic acid response | AID 652126 | activation, % at 6.8 µM | 370,000 compounds, 1% hits;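 active = activation above the mean over all tested compounds plus 3 SD, cut at about 0.9% in these data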;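 note: 0% = DMSO-only wells and 100% = 3 µM delta7-dafachronic acid wells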
hgDAF12 agonist – agonists of H. glycines DAF-12 nuclear receptor. 370,000 compounds, 1.8% hits. HEK293 GAL4-hgDAF12 UAS-luciferase reporter, agonist luminescence; normalized to butyrate control. activation, % at 6.8 µM;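 active = activation above a cutoff set at the mean of all screened compounds plus 3 SD, cut at about 10% in these data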;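 note: 0% = DMSO wells and 100% = sodium butyrate wells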
DAX1 inh-2 – NR0B1 (DAX1) inhibition. P51843. HEK293 Gal4-DAX1 luciferase reporter, luminescence. inhibition, % at 6.75 µM. 340,000 compounds, 0.99% hits. AID 504766;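 active = inhibition above the mean over all tested compounds plus 3 SD, cut at about 4.2% in these data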;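 note: 0% = DAX1-transfected cells with DMSO and 100% = empty-vector control cells with DMSO; inhibition shows as a rise in luminescence from relieved DAX1 repression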
Target sequence (P51843 207-470 limits assumed): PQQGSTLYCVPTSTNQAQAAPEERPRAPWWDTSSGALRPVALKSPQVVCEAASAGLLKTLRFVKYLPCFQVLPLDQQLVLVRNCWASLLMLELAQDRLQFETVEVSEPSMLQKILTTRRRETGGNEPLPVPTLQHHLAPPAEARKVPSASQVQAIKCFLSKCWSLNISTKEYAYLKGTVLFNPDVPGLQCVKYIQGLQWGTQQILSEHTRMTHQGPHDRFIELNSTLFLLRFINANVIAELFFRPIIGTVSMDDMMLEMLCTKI
SMARCA2 activ – activators of SMARCA2 function; MG213 cells, MMTV-luciferase reporter, dexamethasone, overnight; activation, % at 9.1 µM; 370,000 compounds, 1% hits; AID 652017; in the data active = activation above about 7.8%;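 note: 0% = vehicle wells and 100% = reference activator wells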
PG9 binder – small molecules binding HIV-1 gp120 antibody PG9. TR-FRET gp120-PG9 antibody binding. inhibition, % at 6.7 µM. 360,000 compounds, 0.43% hits; in the data active = inhibition above about 8.5%
Rev-erbA mod – modulates human Rev-erb alpha binding to DNA; P20393; Rev-erbα–FITC-DNA binding, fluorescence polarization, 90 min; activity, % at 10 µM; 370,000 compounds, 0.79% hits;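 active = activity above about 14%, limit read from the data; passing the limit was not always enough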;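 note: 0% = DMSO wells with 35 nM protein and 100% = DMSO wells with 750 nM protein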
Target sequence (P20393 whole entry, looked up): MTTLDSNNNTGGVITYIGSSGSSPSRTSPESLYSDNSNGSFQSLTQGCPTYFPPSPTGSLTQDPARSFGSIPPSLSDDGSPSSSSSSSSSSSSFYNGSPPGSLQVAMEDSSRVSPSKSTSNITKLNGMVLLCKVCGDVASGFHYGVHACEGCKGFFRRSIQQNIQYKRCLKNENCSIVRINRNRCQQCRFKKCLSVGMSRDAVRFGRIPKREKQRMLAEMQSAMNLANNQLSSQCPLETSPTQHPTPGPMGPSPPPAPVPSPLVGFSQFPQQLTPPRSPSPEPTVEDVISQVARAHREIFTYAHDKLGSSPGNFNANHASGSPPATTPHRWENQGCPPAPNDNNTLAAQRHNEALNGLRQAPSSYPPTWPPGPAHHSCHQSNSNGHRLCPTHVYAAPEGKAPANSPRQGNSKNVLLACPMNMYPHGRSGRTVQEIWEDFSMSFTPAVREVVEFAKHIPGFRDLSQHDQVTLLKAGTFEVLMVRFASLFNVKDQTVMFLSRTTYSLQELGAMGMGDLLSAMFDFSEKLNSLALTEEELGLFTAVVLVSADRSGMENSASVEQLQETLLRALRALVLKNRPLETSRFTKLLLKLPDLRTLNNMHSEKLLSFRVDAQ
FXN GAA850 act – frataxin GAA850 promoter activation. AID 540364. 360,000 compounds, 0.56% hits. HEK293 lucGAA850 FXN promoter luciferase reporter, 24 h; percent of 10 µM SAHA response. activation, % at 6 µM;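 active = activation above the average of all compounds screened plus 3 SD, cutoff fixed separately per campaign, cut at about 7.5% in these data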;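 note: 0% = DMSO wells and 100% = 10 µM SAHA wells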
* hit, by the source's call; i = inactive; x = no result given; & = joins results of further samples.

SMILES	DAX1 inh-1	hcDAF-12 act	PLCb3 inh	sPLA2-III inh	ssDAF-12 act	hgDAF12 agonist	DAX1 inh-2	SMARCA2 activ	PG9 binder	Rev-erbA mod	FXN GAA850 act
O=C(O)c1ccccc1-c1ccccc1C(=O)Nc1ccc2oc(=O)c3ccccc3c2c1	1.3	0.8	-144	-20	-1.1	4.0	0.5	-2	-0.8	-1	0.0
CC(=O)/C(=N\Nc1ccccc1)Sc1nnc(-c2ccccc2)n1-c1ccccc1	-0.1	-0.7	0	9	-1.3	0.6	0.5	0	0.8	-7	1.4
CCOC(=O)c1cc(-c2ccccc2)sc1NC(=O)CN1C(=O)NC(CC)(c2ccc(F)cc2)C1=O (configuration not stated)	-0.1	-0.6	-1	4	-1.3	-2.2	-1.4	-4	-0.7	7	-0.4
CN(Cc1cc(Cl)cc(Cl)c1)CC(C(=O)c1ccccc1)c1ccccc1 (configuration not stated)	-1.7	-1.9	-2	11	-1.7	-6.1	-2.8	-8	0.7	-2	-10
COc1ccc(-c2nc(SC(CC(=O)NCCO)c3cccs3)n[nH]2)cc1 (configuration not stated)	0.1	0.3	-1	-3	-0.9	-0.4	0.3	-1	1.5	-2	0.0
CC(C)C(C(=O)NCc1ccco1)N(Cc1ccco1)C(=O)CNS(=O)(=O)c1ccc(F)cc1 (configuration not stated)	0.0	1.3	-3	-10	-1.1	0.7	-0.4	0	-0.5	-1	-4.5
COC(=O)C(C)N1C(=O)S/C(=C/c2cc(C)n(-c3ccccn3)c2C)C1=O (configuration not stated)	1.5	1.9	-46	0	0.1	7.0	0.0	4	0.7	2	4.0
CCSc1nnc(NC(=O)CN2C(=O)NC3(CCCC3)C2=O)s1	-0.8	-0.8	-31	-1	-1.3	1.6	0.2	6	-1.4	-5	-0.1
CCOc1ccc(N=CNc2ccc(OCC)cc2)cc1	0.2	-2.5	-2	5	-0.8	-1.6	0.2	1	-0.4	-10	-0.1
CCCCCc1ccc(-c2cn(Cc3ccc4ccccc4c3)nn2)cc1	-0.1	0.0	1	-1	-0.9	1.4	1.2	2	0.7	-3	-0.4

2 compounds from above, limited to SMARCA2 activ and DAX1 inh-1:
molecule	SMARCA2 activ	DAX1 inh-1
CN(Cc1cc(Cl)cc(Cl)c1)CC(C(=O)c1ccccc1)c1ccccc1 (configuration not stated)	-8	-1.7
COc1ccc(-c2nc(SC(CC(=O)NCCO)c3cccs3)n[nH]2)cc1 (configuration not stated)	-1	0.1

(further entries)
SMILES	DAX1 inh-1	hcDAF-12 act	PLCb3 inh	sPLA2-III inh	ssDAF-12 act	hgDAF12 agonist	DAX1 inh-2	SMARCA2 activ	PG9 binder	Rev-erbA mod	FXN GAA850 act
COc1ccc(C)cc1Nc1n[n+](-c2ccccc2)c(-c2ccc(C(=O)O)cc2)s1	-0.5	3.0	2	-9	-0.5	2.1	-0.2	0	-0.5	0	0.4
O=C(COc1ccc2ccccc2c1Br)Nc1ccncc1	-3.3	-2.9	0	-17	-1.2	-1.8	-1.8	-4	1.1	0	0.5
O=C(COC(=O)CNC(=O)c1sc2ccccc2c1Cl)Nc1cc(Cl)cc(Cl)c1	-0.4	0.0	-7	1	-1.2	1.4	2.4	-4	0.8	4	-0.8
C[C@@H]1CCC[C@]2(O[C@H](CCO)C[C@H](O)[C@H]2O)O1	0.4	-0.6	1	3	-1.2	1.6	0.9	0	13*	-4	1.5
C[C@H]1CN([C@@H](C)CO)C(=O)Cc2cc(NC(=O)C3CC3)ccc2O[C@H]1CN(C)Cc1ccc(C(=O)O)cc1	-0.5	0.4	4	4	-1.1	1.6	2.9	1	1.0	-5	-2.5
O=C(NCC(O)c1nc2ccccc2[nH]1)c1cc([N+](=O)[O-])ccc1F (configuration not stated)	-3.8	2.7	-1	8	0.1	1.3	x	2	-1.5	-2	x
COC(=O)C1=C(C)N(CC(C)C)C(=S)NC1c1ccc(-c2ccccc2)cc1 (configuration not stated)	-1.1	-0.8	0	-1	-1.4	-0.9	x	-2	0.0	2	x
CC(C)[C@H]1COCCS(=O)(=O)N1Cc1ccccc1-c1cccc2c1sc1ccccc12	0.0	1.4	7	-8	0.2	2.1	x	-7	-1.2	6	x
COc1ccc(COC(=O)C2CCN(S(=O)(=O)c3cccs3)CC2)cc1	-0.8	-0.6	-4	-12	-0.9	3.7	-0.3	-5	0.3	11	1.1
O=C1NN=C(c2ccc(Br)cc2)CC1c1ccc(Cl)cc1 (configuration not stated)	-0.1	0.5	0	-18	-0.7	-0.8	-0.1	1	-3.2	1	2.8

A section of the results above, as a working copy:
SMILES	DAX1 inh-1	hcDAF-12 act	PLCb3 inh	sPLA2-III inh	ssDAF-12 act	hgDAF12 agonist	DAX1 inh-2	SMARCA2 activ	PG9 binder	Rev-erbA mod	FXN GAA850 act
COc1ccc(C)cc1Nc1n[n+](-c2ccccc2)c(-c2ccc(C(=O)O)cc2)s1	-0.5	3.0	2	-9	-0.5	2.1	-0.2	0	-0.5	0	0.4
O=C(COc1ccc2ccccc2c1Br)Nc1ccncc1	-3.3	-2.9	0	-17	-1.2	-1.8	-1.8	-4	1.1	0	0.5
O=C(COC(=O)CNC(=O)c1sc2ccccc2c1Cl)Nc1cc(Cl)cc(Cl)c1	-0.4	0.0	-7	1	-1.2	1.4	2.4	-4	0.8	4	-0.8
C[C@@H]1CCC[C@]2(O[C@H](CCO)C[C@H](O)[C@H]2O)O1	0.4	-0.6	1	3	-1.2	1.6	0.9	0	13*	-4	1.5

Carrying on:
SMILES	DAX1 inh-1	hcDAF-12 act	PLCb3 inh	sPLA2-III inh	ssDAF-12 act	hgDAF12 agonist	DAX1 inh-2	SMARCA2 activ	PG9 binder	Rev-erbA mod	FXN GAA850 act
O=S(=O)(c1ccccc1)n1ccc2ccccc21	0.0	2.3	-2	-9	0.0	-0.5	0.1	-2	-3.1	6	0.3
Cc1ccc(-n2c(C)cc(C(=O)COC(=O)c3ccc[nH]c3=O)c2C)cc1C	1.5	-1.7	0	0	-1.6	-2.1	-0.2	-6	-0.8	-1	-1.9
CCn1ncc(/C=N/NC(=O)c2cc(Cl)ccc2OC)c1C	-0.2	8.3*	-2	8	-0.7	0.3	0.0	-1	-2.2	0	2.5
COc1ccc(C2C(C#N)=C(N)OC3=C2C(=O)CC(C)(C)C3)cc1Cn1cc([N+](=O)[O-])cn1 (configuration not stated)	-0.4	-1.6	2	2	-1.1	1.7	-1.1	0	-2.2	1	5.0
COCCNC(=O)CS(=O)Cc1nc(-c2ccc(Cl)cc2)oc1C (configuration not stated)	-1.3	1.7	0	-4	-1.0	2.0	0.0	1	-1.7	4	-1.7
Cc1cccc2sc(NNC(=O)c3ccc(S(=O)(=O)N4CCc5ccccc5C4)cc3)nc12	-4.2	-0.2	-84	41*	-0.5	-10	-1.1	-3	-1.8	7	-2.5
CCOC(=O)COc1ccc(S(=O)(=O)NCCC2=CCCCC2)cc1	-0.3	0.1	1	-22	-1.8	0.0	1.6	-3	-1.2	7	0.3
N#Cc1ccc(CNc2cnccn2)cc1	0.5	-0.1	-185	3	-1.9	0.0	0.4	2	-2.6	-1	-0.9
N#CCCn1cc(C(=O)N2CCCCC2)c(-c2cccc([N+](=O)[O-])c2)n1	-0.6	-2.2	-5	-3	-1.4	1.0	-0.7	1	-2.5	5	-0.1
O=C(NCc1ccco1)C(Cc1ccccc1)NS(=O)(=O)c1cccc2nsnc12 (configuration not stated)	-0.2	-0.9	3	-3	-1.1	1.3	-1.9	3	-3.0	-2	2.7
Cc1sc2nc(SCC(=O)Nc3ccc(S(=O)(=O)NCCCC(=O)O)cc3)[nH]c(=O)c2c1C	0.0	-1.9	-1	-20	-1.3	-1.8	0.9	-1	-0.4	4	0.2
CC(=O)Nc1ccc(C=NNc2ccc(S(=O)(=O)Nc3ccccc3C(=O)O)cc2[N+](=O)[O-])cc1	0.5	-0.5	2	-20	-0.8	-1.0	0.6	-4	1.1	-5	-1.4
O=C(Nc1nc(Cc2ccccc2)c(Cc2ccccc2)n1Cc1ccccc1)c1ccccc1	0.3	-0.9	-16	6	-1.3	-1.4	x	-3	x	6	x
S=C(NCCCCN(Cc1ccc(Cl)cc1)c1ccc(Br)cn1)NCCCc1cnc[nH]1	-8.7	-2.9	-1	-15	-1.4	-9.5	x	-6	-0.4	4	0.0
CCOC(=O)N1CCN(CC(O)COc2ccccc2[N+](=O)[O-])CC1 (configuration not stated)	-0.8	-0.7	-4	-1	-0.3	1.4	0.1	-1	1.1	-4	2.2
Cc1nn(CC(=O)c2ccccc2)c(=O)c2nn(-c3ccccc3F)c(C)c12	-0.3	-3.5	0	3	-1.4	-4.5	-2.3	-1	0.0	-3	5.0
CCCc1cc(=O)oc2cc(OC(C)C(=O)NCC3CCC(C(=O)O)CC3)c(Cl)cc12 (configuration not stated)	0.8	-1.0	-6	9	-1.4	1.0	4.5*	3	-2.0	-7	1.8
Cc1cc(NC(=O)CCCN2C(=O)/C(=C\c3cccs3)SC2=S)no1	0.0	-0.5	3	5	-1.3	-1.5	2.9	-2	0.3	3	-0.8
Cc1nc2c3cc(F)ccc3n(Cc3ccccc3F)c2s1	-0.3	1.6	-2	-1	-1.2	0.6	-0.5	-1	-2.9	-6	1.3
COc1ccc(C(=Cc2cc(OC)c(OC)cc2[N+](=O)[O-])C(=O)O)cc1	-2.4	2.9	-7	-4	-0.6	-1.6	0.5	-2	-2.7	-4	0.8
Cc1cc(C(=O)N2CCCC(C(=O)c3cccc4ccccc34)C2)nc(C)n1 (configuration not stated)	0.0	-1.0	-1	-3	-2.0	-1.0	-0.2	-1	-1.4	-1	2.8
CCOc1ccccc1C(C(=O)NC1CCCC1)N(C(=O)c1csnn1)C1CC1 (configuration not stated)	0.9	4.8	0	4	-1.2	-0.9	-0.4	-2	0.3	-3	-1.3
Cc1nnn(C23CC4CC(CC(C4)C2)C3)n1	0.0	-2.1	3	1	-0.3	1.8	1.5	1	-1.2	-5	-1.6
O=c1[nH]c2cccnc2n1-c1cccc([N+](=O)[O-])c1	0.2	-1.9	1	4	-0.7	-2.7	x	0	-1.5	-1	x
COc1ccc(CNc2nc(C)c([N+](=O)[O-])c(C)c2C#N)cc1	0.0	0.9	-1	-3	-1.6	-0.1	-1.0	0	0.0	7	3.4
CCc1nn2c(N)c(/C=C3\C=Nc4ccccc43)c(=O)nc2s1	-0.1&-0.3	-1.7&0.1	-19&-16	-25&-19	-1.5&-0.7	-0.5&-0.6	1.9	0&-2	-1.7&-0.6	2&4	-0.1&-1.4
NNC(=O)Cn1c(COc2ccc(Cl)cc2)nc2ccccc21	0.6	-0.2	2	-19	-1.2	-0.9	-0.1	-3	0.5	-4	-1.3
O=C(NC1CCCC1)c1ccc(Cn2c(=O)[nH]c3ccsc3c2=O)cc1	-0.1	1.1	-5	-6	-1.1	2.9	4.2	-2	-1.7	-3	1.7
Cc1oc2cc3oc(=O)c(CCC(=O)NCCCN4CCCC4=O)c(C)c3cc2c1C	0.9	-2.1	i	-2	-1.6	-2.4	-0.5	3	0.7	0	0.9
CC(C)CCN(C(=O)c1csnn1)C(C(=O)NC1CCCC1)c1ccccc1 (configuration not stated)	-0.2	-1.6	-4	2	-1.5	-3.0	-1.0	-2	0.2	5	1.9
CC(Oc1ccccc1Br)C(=O)N1CCc2ccccc21 (configuration not stated)	0.1	4.2	2	-5	0.7	0.1	0.7	1	1.1	-2	-1.4

Bioassay records from PubChem.
